Mcl1 Bid PPI = Mcl-1/Bid interaction inhibition; Q07820; TR-FRET Mcl-1/Bid-Dy647 peptide binding, 1536-well; inhibition, % at 21.7 µM; 220,000 tested, 0.97% active; AID 1021;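 active = compounds that cut the binding signal by more than half at the single screening dose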;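 also: His-tagged Mcl-1 with europium anti-His antibody binding Bid BH3 peptide; 0% = Mcl-1 plus peptide wells and 100% = peptide-only wells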
Target sequence (Q07820 whole entry, looked up): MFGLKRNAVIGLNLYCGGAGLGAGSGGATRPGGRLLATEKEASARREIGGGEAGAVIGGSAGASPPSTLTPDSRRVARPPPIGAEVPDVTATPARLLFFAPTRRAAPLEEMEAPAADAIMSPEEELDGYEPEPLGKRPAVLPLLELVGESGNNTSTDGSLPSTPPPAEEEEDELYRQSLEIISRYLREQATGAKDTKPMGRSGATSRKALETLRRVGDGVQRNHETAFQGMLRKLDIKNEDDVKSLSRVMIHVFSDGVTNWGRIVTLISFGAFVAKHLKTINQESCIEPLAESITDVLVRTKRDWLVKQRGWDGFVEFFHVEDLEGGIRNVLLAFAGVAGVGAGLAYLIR
RGS7-Gao reg = human RGS7-Galphao interaction regulation; P09471; Multiplexed bead flow cytometry, RGS7-Galphao binding; actives lie on both sides; binding response (% of control), % at 10 µM; 220,000 tested, 0.35% active; AID 1439; in the data active = binding response below about 49% or above about 150%; inconclusive = no clear call, values can overlap the other calls; inactive = in between;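 also: fluorescent Galphao held in activated GDP-AlF4 state binding bead-coupled RGS7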
Bim-Bcl-XL = inhibitors of Bim-Bcl-XL interaction, human. Bim peptide-Bcl-XL binding, bead flow cytometry, fluorescence. 190,000 tested, 0.04% active. Q07817. inhibition, % at 10 µM
Bfl-1 Bim block = inhibitors of Bim-Bfl-1 interaction, human; Q16548; Bead-based flow cytometry, Bim-Bfl-1 binding inhibition; inhibition, % at 10 µM; 190,000 tested, 0.12% active; AID 1008;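 also: 0% = wells without compound plus tracer and 100% = blocker peptide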
Bim-Bcl-B = disrupts Bim peptide binding to human Bcl-B; bead-based flow cytometry; inhibition, % at 10 µM; 190,000 tested, 0.073% active; AID 951;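 also: 0% = tracer peptide without compound and 100% = reference inhibitor peptide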
Target sequence (Q9HD36 whole entry, looked up): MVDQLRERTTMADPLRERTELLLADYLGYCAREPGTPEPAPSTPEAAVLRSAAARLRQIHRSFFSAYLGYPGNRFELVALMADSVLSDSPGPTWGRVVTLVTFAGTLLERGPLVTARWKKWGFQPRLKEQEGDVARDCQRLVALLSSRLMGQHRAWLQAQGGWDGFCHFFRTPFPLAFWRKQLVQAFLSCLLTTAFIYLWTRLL
RGS8-Gao = human RGS8-Galphao interaction regulation | P09471 | multiplexed bead flow cytometry, RGS8-Galphao binding; actives lie on both sides | response (percent of control binding), % at 10 µM | 220,000 tested, 0.34% active | AID 1423; in the data active = response below about 60% or above about 140%; inactive = in between;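 also: Galphao activated as the GDP aluminium fluoride complex binding bead-coupled RGS8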
Mcl1-Noxa inh = disrupts binding of human Mcl-1 to Noxa peptide | TR-FRET Mcl-1/Noxa peptide binding, 2 h | Q07820 | inhibition, % at 21.7 µM | 220,000 tested, 1.5% active;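 active = compounds that cut the protein-peptide binding signal by more than 50% relative to plate controls in a single-dose test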;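 also: His-tagged Mcl-1 with rhodamine Noxa BH3 peptide and terbium anti-His antibody; 0% = Mcl-1 plus Noxa peptide wells and 100% = peptide-only wells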
Mcl-1 Bim block = disrupts Bim peptide binding to human Mcl-1; AID 1009; 190,000 tested, 0.1% active; Q07820; Bead-based flow cytometry, Bim peptide-Mcl-1 binding; inhibition, % at 10 µM;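 also: 0% = no compound tracer wells and 100% = peptide blocker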
Bcl-2 Bim block = inhibitors of Bim-Bcl-2 interaction, human; P10415; Bead-based flow cytometry, Bim peptide-Bcl-2 binding; inhibition, % at 10 µM; 190,000 tested, 0.06% active; in the data active = inhibition above about 40%; inconclusive = no clear call, values can overlap the other calls;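 also: 0% = no compound wells with probe peptide and 100% = reference peptide inhibitor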
Target sequence (P10415 whole entry, looked up): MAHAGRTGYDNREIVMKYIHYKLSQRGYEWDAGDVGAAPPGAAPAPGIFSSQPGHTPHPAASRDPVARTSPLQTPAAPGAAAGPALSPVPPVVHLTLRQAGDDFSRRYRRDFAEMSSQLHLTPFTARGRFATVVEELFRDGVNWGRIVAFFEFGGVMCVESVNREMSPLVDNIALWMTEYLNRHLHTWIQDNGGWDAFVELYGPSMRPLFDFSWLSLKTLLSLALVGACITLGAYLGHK
RGS4-Gao reg = modulates binding of RGS4 to human Galphao | Multiplexed bead flow cytometry; actives lie on both sides | binding response (% of control), % at 10 µM | 220,000 tested, 0.33% active | AID 1415; in the data active = binding response below about 49% or above about 150%; inactive = in between;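 also: fluorescent Galphao activated with aluminum fluoride binding bead-coupled RGS4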
Bcl-W Bim block = disrupts Bim peptide binding to human Bcl-W; 190,000 tested, 0.02% active; bead-based flow cytometry; inhibition, % at 10 µM; Q92843;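 also: 0% = bound tracer without compound and 100% = peptide blocker; higher means less fluorescent Bim peptide bound to Bcl-W beads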
Target sequence (Q92843 whole entry, looked up): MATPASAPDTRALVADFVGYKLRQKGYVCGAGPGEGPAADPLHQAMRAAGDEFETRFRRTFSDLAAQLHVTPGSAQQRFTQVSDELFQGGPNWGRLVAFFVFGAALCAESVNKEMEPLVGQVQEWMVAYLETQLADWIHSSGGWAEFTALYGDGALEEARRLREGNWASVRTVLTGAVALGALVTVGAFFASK
Numbers without * were called inactive; ? = inconclusive; / = no result given. Rule as the data show it, unless noted: active = inhibition above about 40%.

SMILES	Mcl1 Bid PPI	RGS7-Gao reg	Bim-Bcl-XL	Bfl-1 Bim block	Bim-Bcl-B	RGS8-Gao	Mcl1-Noxa inh	Mcl-1 Bim block	Bcl-2 Bim block	RGS4-Gao reg	Bcl-W Bim block
CC(C)(C)c1ccc(S(=O)(=O)NC(Cc2ccccc2)C(=O)O)cc1 (centres undefined)	3	98	-1	-7	-6	101	-1	3	-3	100	-4
O=C(CSc1nccc(=O)[nH]1)Nc1ccc(S(=O)(=O)N2CCOCC2)cc1	-3	99	-4	-1	-5	102	10	0	6	102	-5
COC(=O)c1c(=O)n(O)c2ccc(OC)cc2[n+]1[O-]	14	101	-14	-11	-10	100	27	0	-9	100	2
Cc1ccc(C(=O)N/C(=C\c2cccs2)C(=O)NCc2cccnc2)cc1	-5	99	-1	1	-2	102	13	-1	1	99	-1
O=C(c1cc(N2C(=O)C3C4CCC(C4)C3C2=O)ccc1Cl)N1CCN(c2ccccc2F)CC1 (centres undefined)	-21	106	-5	-4	-6	105	7	-3	-5	102	-5
Oc1c(Br)cc(Br)cc1C=Nc1ccc2[nH]ncc2c1	-114	?	/	/	/	104	36	/	/	101	/
CCOC(=O)c1sc(NC(=O)CSc2n[nH]c(-c3ccc(Cl)cc3Cl)n2)c(C#N)c1C	-5	94	-4	-9	-6	98	15	4	-1	95	1
CCOc1c(C)cc2[nH]c(CCC(=O)O)nc2c1C	10	101	-4	-8	-8	101	15	-1	-4	103	-2
CN(C)c1ccc(C(=O)NN2C(=O)c3ccccc3C2=O)cc1	-64	97	0	3	1	91	15	1	2	98	2
O=C(NC(=S)NCCCN1CCOCC1)c1cccc2ccccc12	-21	97	-3	-8	-4	99	9	-1	-8	103	-4
CCC(=O)c1ccc(N2CCC(C)CC2)c(F)c1	-6	101	-2	-5	0	99	9	0	1	101	0
Cn1c(=O)c2c(nc(Br)n2CC(=O)c2cccs2)n(C)c1=O	7	105	-12	-11	-6	107	-4	-2	-4	102	2
CCS(=O)(=O)Nc1cccc(-c2nc3cccnc3s2)c1	-9	?	/	/	/	102	21	/	/	104	/
OCCNCCSc1nc(C2CCCCC2)n(-c2ccccc2Cl)n1	-3	?	/	/	/	104	6	/	/	100	/
COc1ccc2cc(C3CC(c4cccs4)=NN3S(C)(=O)=O)c(Cl)nc2c1 (centres undefined)	-34	103	-13	0	-13	100	0	-26	-3	100	-14
COc1ccc(NC(=O)N(C2CCCCC2)C(C)c2cccnc2)c(OC)c1 (centres undefined)	-99	99	-2	-1	0	94	19	-1	-3	96	-1
CCOC(=O)C1=C(C)C(c2cccc(Oc3ccccc3)c2)NC(=S)N1 (centres undefined)	-41	93	-7	0	-9	96	-17	-5	0	93	-5
COc1cc(S(=O)(=O)NCCOC23CC4CC(CC(C4)C2)C3)c(OC)cc1Cl	-58	97	-8	-8	-9	98	-26	-20	-6	100	-7
NC(=O)c1ncc(C(F)(F)F)cc1Cl	-2	100	0	-4	-2	98	1	-2	-4	100	-4
COc1ccc(OC)c(CC(NC(C)=O)C(=O)NC2CCN(c3cc(C)nc4ncnn34)CC2)c1 (centres undefined)	-31	100	-4	1	-8	102	7	1	0	100	-1
Cc1nc2cc(NC(=O)NCCC3=CCCCC3)ccc2o1	-22	97	-13	-18	-12	99	-5	-1	-14	99	-1
CCCCN(CCCC)C1=Nc2ccccc2N/C1=C(/C#N)C(=O)OCC	-27	102	-3	-17	-13	103	9	-1	-8	100	-2
O=C(O)CCCn1cc(NC(=O)c2ccco2)cn1	3	?	-2	2	4	96	3	-5	0	98	-1
CCCC(=O)NC(=S)c1c(C)n(C)n(-c2ccccc2)c1=O	-40	?	-5	-5	-8	102	2	0	-4	104	-8
O=C(CCc1nc2ccccc2s1)OCc1ccccc1F	0	113	5	11	11	102	17	6	5	108	2
O=C(O)CCC(=O)Nc1ccc(-n2ccc(C(F)(F)F)n2)cc1	-8	?	/	/	/	112	7	/	/	119	/
CC1=CC(=C2C(=O)c3ccccc3C2=O)C=C(C)N1Cc1ccco1	-18	102	-2	35	-2	96	64*	4	9	102	3
COc1cccc(NC(=O)NCc2ccc(F)cc2)c1	24	102	3	4	19	103	29	36	0	104	3
Cc1noc2ncnc(Sc3ccc(Br)cc3)c12	-3	?	-1	-4	0	101	2	-3	-4	98	0
Cc1nnc(SCC(=O)N2CCC(C(N)=O)CC2)s1	4	96	-3	-5	-2	98	8	-7	-3	99	-2
O=C(C/C=N/OCc1c(Cl)cccc1Cl)c1ccccc1	-4	102	-4	-1	0	104	0	-2	-5	104	0
CC(C)(O)C#Cc1ccc(CN2CCN(C3CCCCC3)C(CCO)C2)cc1 (centres undefined)	-38	102	0	-4	-1	98	81*	0	0	101	0
CCC(C(=O)O)N1C(=O)C2CCCCC2C1=O (centres undefined)	-49	?	/	/	/	101	21	/	/	106	/
O=C(CCSc1ccccn1)Nc1ccc(Br)cc1	-39	98	-7	-15	-12	100	28	-3	-8	97	-4
CN1C(=O)c2ccc(NC(=O)c3ccc(N4CCCCC4)c([N+](=O)[O-])c3)cc2C1=O	-41	87	1	-2	3	78	12	-3	0	92	2
Cn1c2ccccc2c2c(C(=O)N3CCN(c4ccccn4)CC3)cn(C3CCCC3)c(=O)c21	7	103	-2	-9	-4	102	19	1	-7	103	3
CN1CCN(CCCNC(=O)c2ccc(/C=C3\Sc4ccccc4N(Cc4ccccc4F)C3=O)cc2)CC1	-26	102	2	5	0	98	22	0	0	102	6
COc1ccccc1CNC(=O)c1c(-c2ccccc2)nn(-c2ccccc2)c1C	18	99	-1	-4	-5	99	1	-2	-1	97	-2
Cc1cc(C)c(S(=O)(=O)c2ccccc2C)c(Oc2ccccc2)n1	-9	104	-10	-10	-6	100	0	-2	-4	102	-4
CCc1cccc(C)c1NC(=O)C1CN(S(=O)(=O)c2ccccc2)CCN1S(=O)(=O)c1ccccc1 (centres undefined)	-27	92	-5	-2	-4	99	9	-5	-1	94	-1
CSc1nnc(C)c(=O)n1COC(=O)/C=C/c1ccc2c(c1)OCO2	-15	?	-4	-4	-6	90	14	-3	0	89	-2
Cc1cccc(-c2nnc(SCc3cc(=O)[nH]c4ccccc34)n2C)c1	19	102	-11	-21	-11	104	-10	-7	-13	102	-4
OCCC1CN(Cc2cnc(-c3cccc4ccccc34)nc2)CCN1C1CCCCC1 (centres undefined)	-12	98	-4	-9	-5	100	-1	-2	-6	99	-5
Cc1c(NC(=O)CN2CCN(c3ccccc3)CC2)c(=O)n(-c2ccccc2)n1C	-20	117	0	-2	0	115	-15	0	-4	116	-2
CC1=NN(c2ccccc2)C(=O)/C1=C/c1cn(C)c2ccccc12	-1	?	/	/	/	99	-7	/	/	101	/
Cc1ccccc1NS(=O)(=O)c1ccc2[nH]cc(C(=O)NCCCN3CCOCC3)c(=O)c2c1	/	99	0	0	0	100	/	3	2	96	0
CS(=O)(=O)N(CC(=O)NCCSC1CCCCC1)c1cccc(F)c1	-47	104	3	12	6	104	21	-1	6	105	3
O=C(CN1C(=O)NC2(CCCC2)C1=O)Nc1cccc(-c2nnc3n2CCCCC3)c1	-19	98	-9	-16	-5	102	2	-4	-3	100	-1
Cc1ccc(Cn2ccc(NC(=O)c3cc(-c4ccc5c(c4)OCO5)on3)n2)cc1	-3	104	-3	-17	-4	102	7	-4	-13	100	-1
CC(=O)c1nn(-c2cccc(Br)c2)cc1C(=O)c1ccc(Br)cc1	-8	102	-1	-1	1	98	-19	0	-1	102	-3
Cc1ccc(Cl)cc1N1CCN(C(=O)C2CCN(S(=O)(=O)c3cnc[nH]3)CC2)CC1	-3	98	-8	-19	-5	102	-1	0	-14	99	0
COc1ccc(C(=O)C2CCCN(Cc3ccc4nonc4c3)C2)cc1OC (centres undefined)	6	96	-1	1	1	103	9	-4	2	99	-3
CC(=O)Nc1ccc(C(=O)OCC(=O)Nc2ccc([N+](=O)[O-])cc2C(F)(F)F)cc1	-1	103	-3	-3	-4	102	8	0	-4	105	-3
COc1ccc(C(=O)Nc2ccc(S(=O)(=O)Nc3nccc(C)n3)cc2)cc1OC	8	100	-7	-17	-10	104	-6	-2	-10	103	-4
COCCCNC(=O)c1c[nH]c2ccc(S(=O)(=O)N3CCc4ccccc43)cc2c1=O	-4	105	2	-5	-2	100	28	0	-2	102	1
Cc1c(Cl)cnc(NC(=O)COC(=O)c2ccc3ncsc3c2)c1Cl	66*	104	0	4	3	94	58*	-3	9	95	2
Clc1ccc2c(N/N=C/c3ccccc3Br)ccnc2c1	63*	101	-4	43*	33	104	58*	0	28	101	16
O=C(Nc1ccc(F)cc1)NC1(C(=O)NCc2cccs2)CCCCC1	-16	104	0	-2	-1	105	25	0	-3	109	-6
C=CCN1C=C2C(=O)C(C)(OC(=O)CCc3ccccc3)C(=O)C=C2C=C1c1ccc(C#N)cc1 (centres undefined)	-108	?	/	/	/	99	2	/	/	99	/
CS(=O)(=O)Nc1ccccc1C(=O)Nc1ccccc1Cl	32	96	0	0	-1	78	31	0	2	95	-1

Records listed so far marked active in Mcl1 Bid PPI.
SMILES	Mcl1 Bid PPI	RGS7-Gao reg	Bim-Bcl-XL	Bfl-1 Bim block	Bim-Bcl-B	RGS8-Gao	Mcl1-Noxa inh	Mcl-1 Bim block	Bcl-2 Bim block	RGS4-Gao reg	Bcl-W Bim block
Cc1c(Cl)cnc(NC(=O)COC(=O)c2ccc3ncsc3c2)c1Cl	66*	104	0	4	3	94	58*	-3	9	95	2
Clc1ccc2c(N/N=C/c3ccccc3Br)ccnc2c1	63*	101	-4	43*	33	104	58*	0	28	101	16

New compounds follow
SMILES	Mcl1 Bid PPI	RGS7-Gao reg	Bim-Bcl-XL	Bfl-1 Bim block	Bim-Bcl-B	RGS8-Gao	Mcl1-Noxa inh	Mcl-1 Bim block	Bcl-2 Bim block	RGS4-Gao reg	Bcl-W Bim block
COc1ccc(C(=O)NC(=S)NNC(=O)c2ccc3ccccc3n2)cc1	-176	?	/	/	/	101	-29	/	/	107	/
Cc1cc(OCC(=O)NCC(C)C)cc(C)c1Br	-11	101	-3	0	-1	97	4	-1	-5	106	-4
N#Cc1ncc(Cl)c2ccccc12	7	?	/	/	/	104	-12	/	/	108	/
Cc1ccc(NC(=O)C2CC(=O)N/C(=N/N=C/c3ccco3)S2)cc1 (centres undefined)	3	104	-10	-10	-12	104	14	-5	-6	104	-8
CC(NC(=S)Nc1c(Cl)cccc1OC(F)F)C(C)(C)C (centres undefined)	-22	100	-2	-4	-1	101	13	-1	-1	101	-4
Cc1ccc(N2CN(Cc3ccco3)CNC2=S)cc1	-44	98	-4	-2	-4	100	10	2	2	100	0
Cc1cnc(NC(=O)c2nn(C)cc2[N+](=O)[O-])s1	-13	?	0	-2	0	102	2	3	0	100	1
COc1ccc2[nH]c3c4c(ccc3c2c1)C(=O)C=CC4=O	82*	?	/	/	/	109	98*	/	/	106	/
COc1cc(/C=N/NC2=NCCCCC2)ccc1O	-32	?	/	/	/	105	19	/	/	107	/
CCOC(=O)N1CCN(C(=O)C2CC(c3ccccc3OC)=NO2)CC1 (centres undefined)	2	100	-1	-1	-2	100	2	-1	-4	102	-2
O=C(CNC(=O)C(c1ccccc1)c1ccccc1)OCc1ccccc1	-17	100	0	-4	-3	98	4	1	-7	101	-2
CCSc1nnc(NC(=O)NC2CCCCC2)s1	1	101	1	-1	1	103	-1	0	0	101	3
COc1ccc(-c2nc3c4ccccc4ccn3c2CN2CCOCC2)cc1OC	0	?	/	/	/	99	19	/	/	103	/
